CHT allo act: CHT positive allosteric modulators, primary screen, cell-based, membrane potential dye, choline EC20 | High affinity choline transporter 1 (Homo sapiens), Q9GZV3 | CHT-expressing cells; active compounds read high; LV-AA mutant CHT in HEK293 cells | B-score at 10 µM | 310,000 tested, 0.49% active | AID 488977, 2010;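 active = initial fluorescence not abnormally high and integrated response B-score, plate-corrected, over 3 SD above library mean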
Target sequence (Q9GZV3 whole entry, looked up): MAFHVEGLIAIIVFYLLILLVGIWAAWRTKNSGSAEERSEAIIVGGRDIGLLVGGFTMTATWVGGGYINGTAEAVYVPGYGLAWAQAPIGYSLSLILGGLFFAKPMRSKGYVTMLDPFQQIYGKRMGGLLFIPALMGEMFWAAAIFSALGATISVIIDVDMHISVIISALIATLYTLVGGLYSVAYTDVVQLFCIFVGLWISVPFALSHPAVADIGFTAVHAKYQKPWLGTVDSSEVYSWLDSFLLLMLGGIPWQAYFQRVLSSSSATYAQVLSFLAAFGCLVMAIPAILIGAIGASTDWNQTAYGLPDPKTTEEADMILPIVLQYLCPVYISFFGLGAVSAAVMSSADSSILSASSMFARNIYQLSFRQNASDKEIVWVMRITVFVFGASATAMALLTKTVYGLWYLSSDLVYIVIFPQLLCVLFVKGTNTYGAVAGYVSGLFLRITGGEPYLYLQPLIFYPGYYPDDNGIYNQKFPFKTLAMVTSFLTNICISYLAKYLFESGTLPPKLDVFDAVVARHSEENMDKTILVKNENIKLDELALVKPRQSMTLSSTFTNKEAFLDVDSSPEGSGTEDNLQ
CHT block: inhibitors of human choline transporter CHT. High affinity choline transporter 1 (Homo sapiens), Q9GZV3. CHT-expressing cells, membrane potential dye, choline response; active compounds read low. B-score at 10 µM. 310,000 tested, 0.86% active;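 active = B-score over 3 SD under the library average, and starting fluorescence ratio not unusually high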;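 also: choline stimulus applied at its EC90 after an EC20 pre-addition; B-score computed on integrated fluorescence ratio after choline addition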
* = called active by the depositor; i = inactive. Hits appear at their usual frequency (roughly 1.4% active in at least one column).

SMILES	CHT allo act	CHT block
CC1CCCN(S(=O)(=O)c2ccc3c(c2)c(=O)nc2ccc(Cl)cn23)C1 (configuration not stated)	i	i
CCOC(=O)N1CCN(C(=O)CSCC(=O)Nc2nc(-c3ccccc3)cs2)CC1	i	i
Cc1csc(SCc2c(C(=O)O)oc3ccccc23)n1	i	i
Cc1ccc(NC(=O)c2nc[nH]c2C(=O)N2CCOCC2)c(C(=O)c2ccccc2)c1	i	i
CCCn1cc(S(=O)(=O)c2ccc(C)cc2)c(=O)c2cc(OC)ccc21	i	i
Cc1nc(N2CCN(c3ccccn3)CC2)c2c(C)c(C(=O)N3CCN(c4ccccc4F)CC3)sc2n1	i	i
CCc1ccc(NC(=O)CSc2nnc(Cc3cccn3C)n2-c2ccc(F)cc2)cc1	i	i
Cc1cc(C)cc(C(=O)Nc2c3c(nn2C(C)(C)C)CS(=O)(=O)C3)c1	i	i
c1ccc(-c2csc(NC3=NCCCCC3)n2)cc1	i	-7.06*
COc1ccc(-c2ccc(CCC(=O)O)n2NC(=O)c2ccc(O)cc2)cc1	i	i
Cc1nc(SCc2ccccc2)c(C(F)(F)F)c(=O)[nH]1	i	i
O=C(Nc1nnc2n1CCS2)c1ccc(Br)o1	i	i

Record cards (already shown). Screens in order: CHT allo act	CHT block
Cc1csc(SCc2c(C(=O)O)oc3ccccc23)n1 in the list: i	i
O=C(Nc1nnc2n1CCS2)c1ccc(Br)o1 in the list: i	i
COc1ccc(-c2ccc(CCC(=O)O)n2NC(=O)c2ccc(O)cc2)cc1 in the list: i	i
Cc1ccc(NC(=O)c2nc[nH]c2C(=O)N2CCOCC2)c(C(=O)c2ccccc2)c1 in the list: i	i
c1ccc(-c2csc(NC3=NCCCCC3)n2)cc1 in the list: i	-7.06*

Following part.
SMILES	CHT allo act	CHT block
CC(C)c1ccc(NC(=S)NC2CCN(Cc3ccccc3)CC2)cc1	i	i
Fc1cccc(Cl)c1CSc1ccc(-c2ccco2)nn1	i	i
CCCc1cc(=O)[nH]c(SC/C=C/c2ccccc2)n1	i	i
CCOC(=O)c1cnc2c(ccc3ccccc32)c1NCCN(C)C	i	i
CC(C)NC(=O)NC(=O)CSc1ccccc1F	i	i
Cc1ccc(CN2CCNC(=O)C2CC(=O)N(C)CCc2cnn(C)c2)cc1 (configuration not stated)	i	i
C=CCN(c1ccccc1)S(=O)(=O)c1ccc(Cl)c(C(=O)OCC(=O)N(C)C2CCS(=O)(=O)C2)c1 (configuration not stated)	i	i
O=C(CN1CCSCC1)N/N=C/c1ccc(F)cc1	i	i
O=C1Nc2ccccc2O/C1=C\c1ccccc1Br	i	i
Cn1cc([N+](=O)[O-])c(C(=O)N(Cc2ccccc2)Cc2ccccc2)n1	i	i
CCOC(=O)C1=C(CC)Nc2ccccc2N=C1NC(=O)c1ccc(OC)c(S(=O)(=O)N2CCCCC2C)c1 (configuration not stated)	i	i
NC(=O)CC(NC(=O)Cc1ccc(Br)cc1)c1ccc(NCCN2CCCCC2)c([N+](=O)[O-])c1 (configuration not stated)	i	i

Some of these compounds in order of heavy-atom count, rising.
SMILES	CHT allo act	CHT block
Fc1cccc(Cl)c1CSc1ccc(-c2ccco2)nn1	i	i
CC(C)c1ccc(NC(=S)NC2CCN(Cc3ccccc3)CC2)cc1	i	i
Cc1ccc(NC(=O)c2nc[nH]c2C(=O)N2CCOCC2)c(C(=O)c2ccccc2)c1	i	i
CCc1ccc(NC(=O)CSc2nnc(Cc3cccn3C)n2-c2ccc(F)cc2)cc1	i	i
CCOC(=O)C1=C(CC)Nc2ccccc2N=C1NC(=O)c1ccc(OC)c(S(=O)(=O)N2CCCCC2C)c1 (configuration not stated)	i	i

The list goes on:
SMILES	CHT allo act	CHT block
Cc1[nH]c2ccc(F)cc2c1CCN1C(=O)OC(C)(C)C1(C)O (configuration not stated)	i	i
CC(=O)NS(=O)(=O)c1ccc(NC(=O)CC(C)c2ccccc2)cc1 (configuration not stated)	i	i
Cc1nc2nc(-c3cccnc3)[nH]n2c(=O)c1Cc1ccccc1	i	i
Cc1ccc(NC(=O)C2CCCN2C(=O)NC2CCCCC2)c(C)c1 (configuration not stated)	i	i
O=c1ccnc(S/C=C/c2ccccc2)[nH]1	i	i
CS(=O)(=O)N1CCN(Cc2ccc(C(F)(F)F)cc2)CC1	i	i
CN(C)c1ccc(C(CNS(=O)(=O)c2ccc([N+](=O)[O-])cc2)N2CCCC2)cc1 (configuration not stated)	i	i
O=C(N1CCCCCC1)N1CCN(C(=O)N2CCCCC2)CC1	i	i
COc1ccc(C[C@](C)(N)C(=O)O)cc1OC	i	i
CCOC(=O)[C@@H]1[C@H]2COc3ccccc3[C@@H]2N2C(=O)N(c3cccc(F)c3)C(=O)[C@]12C	i	i
CC1CN(C(=S)SCCN2Cc3ccccc3C2=O)CC(C)O1 (configuration not stated)	i	i
COc1ccc(OC)c(-c2cc(C3CCN(c4cc(Cl)nc(N)n4)CC3)[nH]n2)c1	i	i

A section of the results above:
SMILES	CHT allo act	CHT block
CC1CN(C(=S)SCCN2Cc3ccccc3C2=O)CC(C)O1 (configuration not stated)	i	i
COc1ccc(OC)c(-c2cc(C3CCN(c4cc(Cl)nc(N)n4)CC3)[nH]n2)c1	i	i

Going on with the list:
SMILES	CHT allo act	CHT block
O=C1NC(c2ccccc2)CCO1 (configuration not stated)	i	i
COc1ccc(-c2nc3c(c(=O)n(C)c(=O)n3C)n2CC2CC(c3ccccc3)=NO2)cc1OC (configuration not stated)	i	i
O=C(NC1CCCCCC1)c1ccc(CS(=O)(=O)Cc2ccccc2F)o1	i	i
Cc1ccc2nc(-c3ccsc3)c(NC3CCCC3)n2c1	i	i
CCOc1ccc(C(=O)CCC(=O)NNC(=O)c2ccccc2O)cc1	i	i
Cc1ccc2c(c1)N(C(=O)CCC(=O)NC1CCCCCC1)CC(C)O2 (configuration not stated)	i	i
Cc1cc(C)cc(NC(=O)C2C3C=CC4(O3)C2C(=O)N(CCN2CCCCC2)C4C(=O)NC2CCCCC2)c1 (configuration not stated)	i	i
CCCN1C(=O)c2cc(C(=O)O)ccc2C1O (configuration not stated)	i	i
COc1ccccc1NS(=O)(=O)c1cccc(NC(=O)Nc2ccc(Cl)cc2)c1	i	i
NNC(=O)c1ccc(COCC(F)(F)C(F)F)cc1	i	i
COc1cccc(-c2cc(C(=O)N3CCCCCC3)no2)c1	i	i
CCNC(=O)CC1SC(=Nc2ccc(C)c([N+](=O)[O-])c2)N(C)C1=O (configuration not stated)	i	i
C=CCn1c(COc2ccccc2F)nnc1SCC(=O)Nc1cc2oc3ccccc3c2cc1OC	i	i
CCOC(=O)c1ccc(N2C(=O)CC(C)(CC)CC2=O)cc1	i	i
Cc1ccc(NC(=O)CC2SCCNC2=O)cc1Cl (configuration not stated)	i	i
Cc1ccccc1OCC(=O)OCC(=O)Nc1cc(S(=O)(=O)N2CCCCC2)ccc1Cl	i	i
N#CC1=C(N)OC2=C(C(=O)CCC2)C1c1ccc2c(c1)OCO2 (configuration not stated)	i	i
N#CC(C(=S)Nc1ccccc1)c1nc2ccccc2[nH]1 (configuration not stated)	i	i
O=C(Nc1ccc2c(c1)OCO2)c1cccc(F)c1	i	i
CC(=O)c1ccc(OCCCOc2cccc3cccnc23)cc1	i	i
Cc1ccc(S(=O)(=O)N(C)C)cc1NC(=O)CN1C(=O)NC(Cc2ccccc2)C1=O (configuration not stated)	i	i
COC(=O)C1=C(O)/C(=C\c2ccc(OCC(=O)Nc3ccc(OC)cc3)cc2)N=C1C	i	i
CCC(=O)N1c2ccccc2NC2=C(C(=O)CCC2)C1c1ccc(N(C)C)cc1 (configuration not stated)	i	i
COC(=O)c1c(C)c(OC(=O)c2c(C)cc(O)c(C=O)c2O)cc(C)c1O	i	i
COc1ccc(/C=N/NC(=O)c2ccc(N(C)S(=O)(=O)c3ccccc3)cc2)cc1	i	i
O=C1CC(c2ccccc2)SC(N(c2ccccc2)c2ccccc2)=N1 (configuration not stated)	i	i
CC(=O)Nc1ccc(NC(=O)C2CC(=O)N(C(C)C)C2)cc1 (configuration not stated)	i	i
CCn1c(SCC(=O)N2CCCCC2)nc2c(c1=O)SCC2	i	i
COCCCNC(=O)C(Cc1ccccc1)NS(=O)(=O)c1ccc2c(c1)c(=O)n(C)c(=O)n2C (configuration not stated)	i	i
COCC1CCN(C(=O)c2ccc3oc(Cc4ccc(Cl)cc4)nc3c2)C1 (configuration not stated)	i	i
CN(C)c1nnnn1-c1ccc(OC(F)(F)F)cc1	i	i
FC(F)Sc1ccc(NC(=S)NC(c2ccccc2)c2ccccc2)cc1	i	i
CN(C)c1nc(SCCOC(=O)COc2ccc(Cl)cc2Cl)nc(N(C)C)n1	i	i
Cc1cc(C)n(-c2ccc(C(=O)NCc3ccc(F)cc3)cc2)n1	i	i
CCN(CC)C(=O)c1ccc2c(=O)n(CCOC)c(=S)[nH]c2c1	i	i
CCOC(=O)c1ccccc1NC(=O)c1ccccc1SC	i	i
CC(C)N1C[C@@]23C=C[C@@H](O2)C(C(=O)OCc2ccccc2)[C@H]3C1=O (some centres not stated)	i	i
COc1cc(-c2nnc(NC(=O)c3ccco3)o2)cc(OC)c1OC	i	i
CCOC(=O)C1(CCCc2ccccc2)CCN(C(=O)C2CCCO2)CC1 (configuration not stated)	i	i
CCc1ccc(NC(=O)C(C)OC(=O)c2cc(=O)[nH]c3ccc(S(=O)(=O)Nc4ccc(F)cc4)cc23)cc1 (configuration not stated)	i	i
CN(c1ccccc1)S(=O)(=O)c1cc(C(=O)N2CCN(c3ccccn3)CC2)ccc1Cl	i	i
Cc1ccc(C)c(NC(=O)CN(C)C(=O)/C=C/c2ccco2)c1	i	i
COc1cccc(NC(=O)Cn2c3ccc(OC)cc3c3nc4n(c(=O)c32)CCS4)c1	i	i
COc1ccc(C(=O)c2oc3ccccc3c2N)cc1	i	i
O=C1c2ccccc2C(=O)c2cc(NC(=O)C3CC3)ccc21	i	i
Cc1ccc(NC(=O)CCNC(=O)c2ccc([N+](=O)[O-])cc2)cc1C	i	i
CC(/C=N/Nc1ncc(C)c(=O)[nH]1)=C\c1ccccc1	i	i
COc1ccc(/C=C2\C(=O)c3ccccc3OC2c2ccccc2)cc1 (configuration not stated)	i	i
Cc1nc2scc(-c3ccc(C(C)(C)C)cc3)c2c(=O)n1N	i	i
C=CCn1c(SCn2nnc3ccccc3c2=O)nnc1-c1ccc(Br)cc1	i	i
Cc1ccccc1Nc1ncnc2c1cnn2Cc1ccccc1	i	i
O=C(CCCOc1ccc(Cl)cc1)Nc1ccc(N2CCOCC2)cc1	i	i
CCn1c(=O)c(C(=O)NNS(=O)(=O)c2ccc(Cl)cc2)c(O)c2ccccc21	i	i
CCC(C)NCCC(=O)Nc1ccc(Cl)c(S(=O)(=O)Nc2ccc(Cl)cc2)c1 (configuration not stated)	i	i
Cc1ccccc1-n1c(SCC(=O)N2CCOCC2)nc(O)c(Cc2ccccc2)c1=O	i	i
C/C(=N\NC(=O)Cc1ccc(Cl)cc1)c1ccccn1	i	i
COc1ccc2oc(C(=O)OCC(=O)NCc3ccco3)c(C)c2c1	i	i
COc1ccc(Cl)cc1-c1nc(SCC(=O)N(C)C)n[nH]1	i	i
O=C(N/N=C/c1ccc(Cl)s1)C(O)c1ccccc1 (configuration not stated)	i	i
CCC1(C)Cc2c(sc3nnn(CC(=O)Nc4ccc(Cl)cc4)c(=O)c23)CO1 (configuration not stated)	i	i

The list continues:
SMILES	CHT allo act	CHT block
O=C(Nc1ccc2c(c1)CCC2)Nc1ccccc1Cl	i	i
COc1ccc(OCC2NCCc3cc(OC)c(OC)cc32)cc1 (configuration not stated)	i	i
CCC(=O)N(Cc1cc2c(C)ccc(C)c2[nH]c1=O)C1CCCCC1	i	i
C[n+]1cccc(C(=O)NCC2CCCO2)c1 (configuration not stated)	i	i
COC(=O)c1cc(NC(=O)c2ccccc2F)cc(C(=O)OC)c1	i	i
CC(C)(C)c1ccc(-c2noc(-c3ccno3)n2)cc1	i	i
CCOC(=O)c1ccc(NS(=O)(=O)c2ccc3[nH]c(=O)[nH]c3c2)cc1	i	i
CC(=O)c1ccccc1NC(=O)CSc1nnc2ccccn12	i	i
C=CCn1c2c(c(=O)[nH]c1=S)CN(C(C)c1ccccc1)CN2 (configuration not stated)	i	i
COc1ccc(C(=O)O)cc1NCc1cccnc1	i	i
C/C(CCc1ccccc1)=N\NC(=S)NCCc1ccccc1	i	i
NC(N)=N/N=C/c1ccc2cccc(OCc3ccccc3)c2n1	6.31*	i
OC(COc1ccc(OCc2ccccc2)cc1)CN1CCCCC1 (configuration not stated)	i	i
Cc1coc2c(C)c3oc(=O)c(CCC(=O)NCCCn4ccnc4)c(C)c3cc12	i	i
COc1cc(/C=N/n2c(-c3cc(C)[nH]n3)n[nH]c2=S)cc(OC)c1OC	i	i
CC(=O)N/C(=C/c1ccc2c(c1)OCO2)C(=O)NCc1ccccc1	i	i
COC(=O)c1ccc(CSc2ccc3nnc(-c4ccccn4)n3n2)o1	i	i
CCOC(=O)N1N=C(c2ccc(C)cc2)CC1(O)C(F)(F)F (configuration not stated)	i	i
O=C(NCCCN1CCOCC1)c1ccc(Sc2ccc(Br)cc2)c([N+](=O)[O-])c1	i	i
COc1ccc(-c2nn(-c3ccccc3)cc2C2CC(c3cccs3)=NN2C(=O)CCC(=O)O)cc1 (configuration not stated)	i	i
COc1ccc(C(=O)CSc2nnc(CNC(=O)c3ccccc3)n2C)cc1	i	i
O=C(CSc1nc2ccccc2c(=O)[nH]1)N1CCN(S(=O)(=O)c2ccccc2)CC1	i	i
CCCNS(=O)(=O)c1ccc(CCC(=O)Nc2ccc3c(c2)OCCO3)cc1	i	i
COc1cc(/C=N/Nc2ccc(C(F)(F)F)cn2)ccc1O	i	i
Cc1cc(C)nc(N2N=C(CSc3ccc(Cl)cc3)CC2=O)n1	i	-4.99*
